Screens from PubChem.
Pf growth 48h – P. falciparum growth inhibition at 48 hours (one generation); P. falciparum luciferase growth in erythrocytes, 48 h; Potency, µM (highest dose often 28.7 µM), inactives show at the highest dose activity change, negative = inhibition, actives largely listed as inhibitors; 5.9% of 310,000 active; AID 504832; also: potency is read from the fitted curve at half-maximal effect; % is scaled to controls: 0 for no effect and ±100 for the full control effect
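Here the parasites carry a stable luciferase gene and grow inside erythrocytes in Albumax-based RPMI medium with compound for one erythrocytic cycle. Activity is scored as loss of luminescent signal.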
Shiga toxin inh – blocks Shiga toxin action in Vero cells; 9.2% of 290,000 active; inhibition, % at 38.7 µM; Vero cells, Shiga toxin protein synthesis inhibition reporter; AID 2315; in the data active = inhibition mostly above about 28%, no sharp cut-off; inactive = mostly below about 43%; also: 0% is about no effect
AMA1 RON2 block – inhibitors of Plasmodium falciparum AMA1-RON2 interaction; AlphaScreen AMA1-biotinylated RON2 peptide binding; Potency, µM (top dose mostly 58.2 µM), for the others: at the highest dose activity change, negative = inhibition, usual class: inhibitors; 0.2% of 360,000 active; AID 720542;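 also: potency is read from the fitted curve at half-maximal effect; 0% = vehicle wells and -100% = peptide control; nearly all actives have a fitted effect of over 45% in size; some results filed as inactive show a strong effect at the top dose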
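AMA1 (3D7) with his tag at 25 nM final met compounds first, then biotinylated RON2 peptide at 25 nM; detection used donor plus acceptor beads, 10 µg/mL apiece, read by AlphaScreen after 30 min at room temperature.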
TbPYK inhibitor – T. brucei pyruvate kinase inhibition; Q57TT1; TbPYK enzyme, Kinase-Glo Plus ATP luminescence, 45 min; Potency, µM (titrated, usually from 76.8 µM), inactives show at the top dose activity, negative = inhibition, most hits filed as inhibitors; 0.12% of 410,000 active; AID 624173; also: potency is read from the fitted curve at half-maximal effect; % is scaled to controls: 0 for no effect and ±100 for the full control effect; nearly all actives have a fitted effect of over 50% in size
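In this concentration-response screen, enzyme-free wells defined baseline while DMSO plates tracked drift. Each reaction combined TbPYK, substrate, compound and 130 uM ADP for 45 min at room temperature. Kinase-Glo Plus luminescence gave the signal.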
Pf growth 96h – P. falciparum growth inhibition at 96 hours; P. falciparum luciferase reporter growth, 96 h; Potency, µM (series often up to 28.7 µM), inactives show at the highest dose activity change, negative = inhibition, actives largely listed as inhibitors; 6.9% of 320,000 active; AID 504834; also: potency is read from the fitted curve at half-maximal effect; % is scaled to controls: 0 for no effect and ±100 for the full control effect
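Infected RBCs, 2% Hct / 0.05% parasitemia final; luciferase-reporter P. falciparum; cpd 96 h, 37 C, 5% CO2; luciferase detection reagent; luminescence.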
LmPK inh – LmPK (Leishmania mexicana) enzyme inhibition | Q27686 | 0.37% of 290,000 active | Potency, µM (highest dose often 57.5 µM), inactives show at the highest dose activity change, negative = inhibition, usual class: inhibitors | purified LmPK, Kinase-Glo ATP luminescence, 1 h | AID 1721; also: potency is read from the fitted curve at half-maximal effect; % is scaled to controls: 0 for no effect and ±100 for the full control effect
Target sequence (Q27686 whole entry, looked up): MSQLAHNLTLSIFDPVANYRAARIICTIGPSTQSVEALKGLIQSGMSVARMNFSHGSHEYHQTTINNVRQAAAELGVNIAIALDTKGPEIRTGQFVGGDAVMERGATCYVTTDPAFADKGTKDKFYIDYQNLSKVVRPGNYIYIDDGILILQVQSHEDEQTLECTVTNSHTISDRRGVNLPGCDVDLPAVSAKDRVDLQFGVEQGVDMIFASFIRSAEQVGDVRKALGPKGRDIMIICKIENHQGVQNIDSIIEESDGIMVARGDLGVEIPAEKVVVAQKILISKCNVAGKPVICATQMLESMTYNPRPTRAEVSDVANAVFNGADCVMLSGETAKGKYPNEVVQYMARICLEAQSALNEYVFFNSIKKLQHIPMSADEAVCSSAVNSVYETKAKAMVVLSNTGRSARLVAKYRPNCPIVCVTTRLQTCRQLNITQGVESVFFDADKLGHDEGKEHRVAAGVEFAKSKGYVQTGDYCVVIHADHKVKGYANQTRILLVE
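Purified LmPK (0.1 nM) with 0.5 mM PEP and 0.1 mM ADP in imidazole buffer pH 7.2 with MgCl2/KCl, 1 h at room temperature. ATP formed was read by luciferase luminescence and normalized to no-enzyme and uninhibited controls.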
Cycloheximide cs – counter-screen hit for Shiga toxin inhibitors, cycloheximide; 12% of 300,000 active; max response, %; cell reporter, cycloheximide protein synthesis inhibition counterscreen; in the data active = max response mostly above about 13%, no sharp cut-off; inactive = mostly below about 14%; also: read at 38.3 µM for the half of the compounds with a filed dose; 0% is about no effect
The depositor's hits bear a star; ? = inconclusive; nt = no result given; [ ] = dose if it differs, or a comment. Unless noted, calls follow the shape of the dose curve; as a rule, active = well fitted curve in the direction sought with a large enough effect; inconclusive = small, poorly fitted or top-dose-only effect, or another doubt; inactive = no such curve, though single readings can be large; an effect the other way counts as inactive or inconclusive.

nr	compound	Pf growth 48h	Shiga toxin inh	AMA1 RON2 block	TbPYK inhibitor	Pf growth 96h	LmPK inh	Cycloheximide cs
1	COc1ccc(CNCC(=O)Nc2cc(C)nn2-c2nc(C)cc(C)n2)cc1OC	13.3%	0.6	23.5%	4.8%	5.1%	-1.1%	-1.5
2	COc1ccc(OCC(N)=O)cc1	26.3%	13.1	-0.6%	1.7%	1.9%	-4.9%	-0.5
3	COc1ccccc1N1CCN(S(=O)(=O)c2ccc3c(c2)NC(=O)C(C)S3)CC1 (centres undefined)	?	5.3	-15.6%	4.8%	?	-0.9%	0.9
4	CN1CCCC2(CCCN(Cc3nc(Cc4cccc(C(F)(F)F)c4)no3)C2)C1 (centres undefined)	?	12.6	1.8%	0.4%	?	-2.1%	0.5
5	CC(=O)Oc1ccc2c(C)cc(=O)[nH]c2c1	1.2%	-9.6	2.8%	-10.8%	19.2%	-4.6%	-3.2
6	C/C(=N\NC(=O)c1cc(-c2cccc(OC(C)C)c2)nc2ccccc12)c1cccnc1	?	31.6	77.5%[activator]	-5.3%	13.1µM*	6.0%	32.2
7	CC(=O)NCc1cn2c(C)csc2n1	5.3%	-2.7	-0.4%	2.2%	7.1%	1.2%	-1.3
8	COc1ccc2nc(NC(=O)CCNC(=O)c3ccco3)sc2c1	172.0%[activator]	nt	-4.6%	-4.5%	69.6%[activator]	nt	nt
9	CCC1CCc2c(n(C)c3ccccc3c2=O)O1 (centres undefined)	-9.9%	4.5	5.4%	-3.2%	?	1.8%	2.3
10	CN1CCOC(=O)/C1=N/Nc1cc(Cl)ccc1Cl	57.0%[activator]	-3.0	?	-2.1%	34.6%[activator]	10.4%	8.9
11	Cc1cccc2c(CCNC(=O)c3ccc([N+](=O)[O-])cc3)c[nH]c12	16.1%	-7.6	?	-17.3%	11.8%	1.2%	2.6
12	CCN(CC)c1ccc(-c2nnc(SCC(=O)N(CCOC)c3c(N)n(CC(C)C)c(=O)[nH]c3=O)o2)cc1	1.65µM*	nt	-7.4%	-2.4%	?	nt	nt
13	Cc1nc(N2CCCC2C(=O)O)c2oc3ccccc3c2n1 (centres undefined)	nt	2.8	-1.4%	4.7%	-3.8%	7.0%	-2.4
14	CN(C1CCCCC1)S(=O)(=O)CCNC(=O)c1ccccc1	17.6%	nt	14.2%	-3.4%	46.6%[activator]	nt	nt
15	COCCn1c(=O)[nH]c2cc(C(=O)N3CCN(c4cccc(Cl)c4)CC3)ccc2c1=O	?	-12.2	-4.2%	1.0%	-23.1%	1.0%	-3.4
16	COc1ccc(S(=O)(=O)n2[nH]c(=O)c(CCO)c2C)cc1	1.1%	-6.4	-5.4%	-0.6%	0.4%	-10.8%	5.9
17	COc1ccccc1N1CCN(C2CCCN(C(=O)CCc3c(C)noc3C)C2)CC1 (centres undefined)	-2.6%	-3.5	10.0%	4.5%	9.0%	2.4%	9.2
18	CCOc1cc(/C=N/NC(=O)c2cc(-c3ccccc3)nc3ccccc23)ccc1O	-17.8%[0.00184 µM]	46.8*	0.8%	12.2%	-6.5%	-0.8%	17.7*
19	CCOCCCn1c(=S)[nH]c2cc(C(=O)N3CCC(C(N)=O)(N4CCCCC4)CC3)ccc2c1=O	-6.0%	3.7	50.5%[activator]	3.6%	1.3%	-1.2%	-0.7
20	O=C(COC(=O)CNC(=O)c1ccccc1F)Nc1nnc(-c2ccccc2)o1	33.0%[activator]	nt	86.6%[activator]	-5.3%	?	nt	nt

Pulled one by one from the entries so far, 2 records:
nr	compound	Pf growth 48h	Shiga toxin inh	AMA1 RON2 block	TbPYK inhibitor	Pf growth 96h	LmPK inh	Cycloheximide cs
11	Cc1cccc2c(CCNC(=O)c3ccc([N+](=O)[O-])cc3)c[nH]c12	16.1%	-7.6	?	-17.3%	11.8%	1.2%	2.6
3	COc1ccccc1N1CCN(S(=O)(=O)c2ccc3c(c2)NC(=O)C(C)S3)CC1 (centres undefined)	?	5.3	-15.6%	4.8%	?	-0.9%	0.9

Next part
nr	compound	Pf growth 48h	Shiga toxin inh	AMA1 RON2 block	TbPYK inhibitor	Pf growth 96h	LmPK inh	Cycloheximide cs
21	Nc1ccc2c(c1)oc1ccccc12	42.5%[activator]	49.8*	-10.6%	6.4%	46.6%[activator]	-4.3%	27.2*
22	COc1ccccc1NC(=O)c1sc2ncn(Cc3cccc(C)c3)c(=O)c2c1C	-8.2%	12.2	2.9%	-7.9%	20.2%	8.2%	-1.5
23	NS(=O)(=O)c1cccc(NC(=S)NC(=O)C23CC4CC(CC(C4)C2)C3)c1	7.3%	66.0*	14.9%	-14.5%	44.3%[activator]	0.4%	23.1*
24	CCc1noc(C)c1C(=O)Nc1cc(S(=O)(=O)N2CCCCC2)ccc1N(C)C	?	nt	24.4%	7.0%	?	nt	nt
25	O=C(c1cc(-c2cccs2)on1)N1CCN(c2ccc(F)cc2)CC1	-13.3%	-14.3	-1.2%	-0.3%	-7.4%	1.1%	12.1
26	OC(CNC1CCCc2ccccc21)COc1ccc2ccccc2c1 (centres undefined)	?	-8.2	-4.7%	-0.8%	?	-1.7%	-4.4
27	O=C(Cc1ccccc1)c1c[nH]c(C(=O)NCc2ccncc2)c1	nt	-2.6	6.9%	-0.1%	32.2%[activator]	5.7%	-4.8
28	COc1ccc(-c2nnc(SCc3ccccc3F)o2)cc1OC	46.9%[activator]	52.3*	4.3%	-13.2%	22.9%	0.4%	21.3
29	O=[N+]([O-])c1cccc(S(=O)(=O)N2CCCCC2c2cccnc2)c1 (centres undefined)	?	-1.9	-3.7%	0.0%	?	-6.8%	-0.9
30	COC(=O)c1[nH]c2cccc(OC)c2c1NC(=O)CCN1CCN(c2ccccc2F)CC1	-18.4%	-18.9	nt	nt	6.6%	-1.8%	-5.1
31	Cc1ccc(OCCCC(=O)Nc2ccc(S(=O)(=O)Nc3cc(C)on3)cc2)cc1	?	-11.3	-8.8%	3.5%	nt	-0.6%	-12.5
32	C/C(=N/NC(=O)c1ccc(Br)o1)c1ccc(C)o1	-2.8%	91.6*	21.3%	1.6%	-27.2%	-13.4%	78.1*
33	COc1cc(/C=N/NC(=O)c2ccc(O)cc2)ccc1Oc1ccc([N+](=O)[O-])cn1	?	16.8	-0.2%	1.5%	?	5.7%	9.5
34	CC(C)NS(=O)(=O)c1ccc(OCC(=O)NCC2CCCO2)c(Cl)c1 (centres undefined)	8.0%	-13.9	3.3%	-7.3%	nt	1.5%	-1.9
35	CCOc1ccc(NS(=O)(=O)c2ccc3c(c2)N(C(C)=O)CC3)cc1	16.5%	-5.0	-9.3%	2.2%	-4.1%	0.8%	3.1
36	N=c1c(-c2nc3ccccc3[nH]2)cc(C(=O)c2cccs2)nn1-c1ccccc1	?	-6.9	90.4%[activator]	0.2%	?	1.2%	2.6
37	O=C(NC1CCOc2ccccc21)c1ccc(Cl)nc1 (centres undefined)	2.9%	-2.2	1.3%	5.6%	0.5%	-0.5%	-1.5
38	CS(=O)(=O)c1ccc2nc(NC(=O)c3ccccc3Br)sc2c1	102.0%[activator]	70.2*	7.4%	-3.3%	168.3%[activator]	-5.1%	37.3*
39	COc1ccc(CNC(=O)CSc2nnc(C3CC3)n2C2CC2)cc1	?	nt	-3.7%	1.0%	12.9%	nt	nt
40	CCOc1ccc(S(=O)(=O)NCCC(=O)N(C)CC(=O)Nc2ccc(N3CCOCC3)cc2)cc1	-3.7%	nt	-16.9%	1.9%	3.3%	nt	nt
41	COc1ccc(N2C(=O)C3ON(C4SC(=S)N(C)C4(C)C)C(c4ccc(Cl)cc4)C3C2=O)cc1 (centres undefined)	-15.7%	-5.2	4.3%	0.9%	?	3.9%	-6.3
42	COc1cc(/C=C/C(=O)Nc2ccc(C(C)=O)cc2)cc(OC)c1OC	?	-10.8	-6.4%	-10.3%	4.9%	0.2%	10.8
43	CCOC(=O)c1c(-c2ccccc2)csc1NC(=S)N(CC)CC	11.7µM*	-1.2	-1.3%	-0.9%	5.22µM*	-0.3%	-1.3
44	COc1ccc(N2CCC(CNC(=O)Nc3ccc(OC)cc3OC)C2)cc1 (centres undefined)	?	-31.6	?	-22.4%	-6.7%	1.5%	-2.3
45	COc1cccc(Nc2nc(=O)[nH]nc2C)c1	12.2%	8.1	-3.4%	2.8%	nt	-4.6%	-1.9
46	O=C(O)CCC(=O)N1N=C(c2ccco2)CC1c1cccs1 (centres undefined)	0.5%	-21.2	-9.3%[2.32 µM]	-1.9%	15.7%	5.5%	-3.0
47	Cc1ccc(-n2nc3c(c2NC(=O)c2ccc(F)c(F)c2)CS(=O)(=O)C3)cc1	-18.8%	5.6	-14.4%	2.4%	?	-4.2%	6.6
48	CN(C)CCCN(C(=O)c1ccco1)c1nc2c(F)cccc2s1	-4.2%	-4.4	-17.6%	1.9%	53.5%[activator]	0.0%	-4.6
49	COCCn1c(-c2cc(OC)c(OC)c(OC)c2)nc2oc3ccccc3c(=O)c2c1=O	-27.2%	9.9	12.3%	-0.1%	nt	0.7%	-3.3
50	COc1ccc(C)cc1NC(=O)COC(C)=O	nt	19.6	-8.2%	-2.6%	6.4%	9.3%	2.0
51	COc1ccc(CNC(=O)CN2CCN(S(=O)(=O)c3ccccc3)CC2)cc1	?	nt	-1.9%	0.0%	?	nt	nt
52	NC1=NC(c2ccc(Cl)cc2)N(c2ccc(S(N)(=O)=O)cc2)C(N)=N1 (centres undefined)	?	-5.9	4.3%	8.6%	9.28µM*	-0.1%	22.8
53	CCC(O)(C#CCN1CCCCC1)CC	-0.4%	-13.4	-14.0%[2.32 µM]	-1.5%	?	-2.8%	-0.2
54	CC(=O)Oc1ccccc1C(=O)Oc1ccccc1C(=O)O	12.8%	nt	-1.4%	4.9%	21.8%	nt	nt
55	COc1ccc(N(CC(=O)N/N=C/c2ccco2)S(=O)(=O)c2ccccc2)cc1Cl	-28.1%	-7.1	6.8%	-6.8%	?	5.4%	-1.6
56	COC(=O)c1ccc(N2CCN(C)CC2)c(NC(=O)COc2cccc(C)c2)c1	?	23.1	-12.3%	2.3%	249.4%[activator]	-0.4%	1.5
57	CCOC(=O)C1CCCN(C(=O)c2ccccc2[N+](=O)[O-])C1 (centres undefined)	-2.1%	4.4	9.4%	-5.9%	0.0%	-2.5%	-1.5
58	COc1ccc(C)cc1NC(=O)CCS(=O)(=O)c1cc2c(cc1Cl)NC(=O)CO2	?	9.7	-5.4%	15.1%	44.7%[activator]	-4.0%	-0.6
59	Cc1ccn(S(=O)(=O)c2ccc3oc(=O)ccc3c2)n1	16.1%	-12.0	-10.4%	-4.9%	-20.0%	-6.8%	-6.0
60	CCN1CCN(S(=O)(=O)c2ccc(S(=O)(=O)NC3CC3)cc2)CC1	38.6%[activator]	-6.3	-0.1%	-6.8%	-9.2%	-2.0%	-5.5
61	CN1C(=O)[C@@H]2[C@H](C1=O)[C@@H]1C(=O)Nc3ccccc3C(=O)N1[C@@H]2c1cccc(Br)c1	-19.5%	nt	-0.6%	-3.3%	65.3%[activator]	nt	nt
62	CCCOc1cccc(C2/C(=C(\O)c3ccc4c(c3)OCCO4)C(=O)C(=O)N2CCCn2ccnc2)c1 (centres undefined)	-8.3%	-13.4	8.3%	33.6%[activator]	?	7.0%	-4.5
63	Cn1ncc(Cl)c1C(=O)N1CCCc2ccccc21	-12.0%	-7.2	-11.9%	-4.1%	nt	-1.1%	-2.0
